From PubChem
PV pol inh – poliovirus RdRp elongation inhibitors, primary screen, biochemical, fluorescence polarization, total intensity | Genome polyprotein (Poliovirus type 1 (strain Mahoney)), P03300 | poliovirus polymerase elongation; active compounds read low | % elongation, % (compound at 16.7 µg/mL) | hit rate 0.66% among 150,000 | AID 588519, 2011; in the data active = % elongation below about 90%; also: some results filed as inactive read as strong as hits
Target sequence (P03300 1749-2209 limits assumed): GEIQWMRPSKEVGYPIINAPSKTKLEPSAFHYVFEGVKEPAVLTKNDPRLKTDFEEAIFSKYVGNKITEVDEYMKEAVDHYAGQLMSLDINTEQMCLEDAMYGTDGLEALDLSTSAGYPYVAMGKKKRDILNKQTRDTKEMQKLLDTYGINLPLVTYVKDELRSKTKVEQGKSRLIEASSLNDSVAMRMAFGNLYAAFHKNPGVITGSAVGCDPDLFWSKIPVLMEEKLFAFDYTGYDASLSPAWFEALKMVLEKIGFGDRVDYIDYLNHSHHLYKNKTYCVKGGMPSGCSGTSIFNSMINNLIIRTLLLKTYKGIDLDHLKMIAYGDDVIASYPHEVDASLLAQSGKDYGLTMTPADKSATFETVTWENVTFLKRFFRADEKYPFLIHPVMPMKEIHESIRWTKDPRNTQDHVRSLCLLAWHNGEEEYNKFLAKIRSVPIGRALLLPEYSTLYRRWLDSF
PV pol inh FP z-score – further read-out of PV pol inh, marked with its call; z-score; measured here: FP z-score; hits read low
Active calls of the source: *. This is a subset; count on the stated rates, not on these rows.

CC(=O)c1sc2c(c1C)c(=O)n(-c1ccc(Cl)cc1)c(=O)n2Cc1ccc(Cl)cc1 was read as PV pol inh 106.0 and PV pol inh FP z-score 0.3.
Screening CCOC(=O)NC(=O)c1cn(Cc2ccco2)c(=O)n(Cc2ccccc2)c1=O returned PV pol inh 108.0 and PV pol inh FP z-score 0.9.
CCCCC(CC)CNC(=O)c1ccc2c(=O)n(Cc3ccc(OC)cc3)c(=O)[nH]c2c1 (centres undefined) was read as PV pol inh 106.0 and PV pol inh FP z-score 0.3.
Screening O=C(COC(=O)C(c1ccccc1)c1ccccc1)NC1CCCCC1 returned PV pol inh 101.0 and PV pol inh FP z-score -0.1.
`CCCS(=O)(=O)NCc1cn2ccc(C)cc2n1` gave PV pol inh 97.0 and PV pol inh FP z-score -2.9.
`CCc1ccccc1N1C(=O)CC(=O)NC1=S` gave PV pol inh 100.0 and PV pol inh FP z-score -0.2.
`CCN(CC)S(=O)(=O)c1ccccc1/C=N/O` gave PV pol inh 101.0 and PV pol inh FP z-score -0.2.
`c1cncc(CNC2=NCCC2)c1` gave PV pol inh 102.0 and PV pol inh FP z-score 0.
For Cc1ccc(CS(=O)(=O)c2ncc(Cl)c(C(=O)Nc3nnc(C(C)C)s3)n2)cc1 the results were PV pol inh 102.0 and PV pol inh FP z-score -0.8.
CSc1ncc(C(=O)NC2CCN(Cc3ccccc3)CC2)c(C(F)(F)F)n1 was read as PV pol inh 101.0 and PV pol inh FP z-score -0.9.
For Cc1ccc(/C=N/N=C2\CC3CCC2(C)C3(C)C)o1 (centres undefined) the results were PV pol inh 101.0 and PV pol inh FP z-score 0.
Screening COCC(C)NCc1ccccc1C (centres undefined) returned PV pol inh 101.0 and PV pol inh FP z-score -0.1.
`COc1ccc(-c2noc(CN(C(C)=O)C3CCCCC3)n2)cc1` gave PV pol inh 106.0 and PV pol inh FP z-score 1.1.
CCOC(=O)c1ccccc1NC(=O)CCc1c(C)nc2c(c1C)c(=O)n(C)c(=O)n2C was read as PV pol inh 111.0 and PV pol inh FP z-score 1.1.
O=C(CNC(=O)c1ccccc1)NCc1ccco1 was read as PV pol inh 103.0 and PV pol inh FP z-score 0.6.
Screening COc1cc(C(=O)Sc2ccc(Cl)cc2)cc(OC)c1OC returned PV pol inh 84.0* and PV pol inh FP z-score -1.8*.
COc1ccccc1CCNC(=O)c1ccc(-c2nc(CSc3ccc(C)cc3)c(C)o2)cc1 was read as PV pol inh 103.0 and PV pol inh FP z-score -0.8.
O=C(O)CCCC(=O)Nc1ccc(Cl)cc1 was read as PV pol inh 110.0 and PV pol inh FP z-score 0.6.
`CCC(C(=O)N1CCN(c2cccc(Cl)c2)CC1)c1ccccc1` (centres undefined) gave PV pol inh 101.0 and PV pol inh FP z-score -0.3.
`Cc1csc2ncnc(N3CCN(C(=S)NCC4CC4)CC3)c12` gave PV pol inh 88.0* and PV pol inh FP z-score -2.4*.
C=CCSc1nnc2n1CCCN2C(=O)Nc1cccc(Cl)c1 was read as PV pol inh 106.0 and PV pol inh FP z-score 0.3.
For COc1ccc(NC(=O)C2C3C4CCC(C4)C23)cc1 (centres undefined) the results were PV pol inh 101.0 and PV pol inh FP z-score -0.1.
C=CC[n+]1c2n(c3ccc(F)c(F)c31)CCCCC2 was read as PV pol inh 101.0 and PV pol inh FP z-score -0.3.
CCOC(=O)c1sc2nc(CSc3ccccc3)nc(Nc3ccn(C)n3)c2c1C was read as PV pol inh 107.0 and PV pol inh FP z-score 0.8.
Cc1oc2ccc(NS(=O)(=O)c3ccc(F)cc3)cc2c1C(=O)O was read as PV pol inh 101.0 and PV pol inh FP z-score -1.1.
Screening CCN(CC)S(=O)(=O)c1cc(C(=O)OCC(=O)c2ccc3c(c2)NC(=O)CO3)ccc1Cl returned PV pol inh 99.0 and PV pol inh FP z-score 0.
`CCCC(=O)Nc1c(C)nn(C(=O)CCC)c1C` gave PV pol inh 101.0 and PV pol inh FP z-score -0.1.
Screening Cc1ccc(S(=O)(=O)N2CCCCC2C(=O)NCCOc2ccccc2)cc1 (centres undefined) returned PV pol inh 106.0 and PV pol inh FP z-score 0.5.
`N#CCc1csc(-c2ccccc2)n1` gave PV pol inh 105.0 and PV pol inh FP z-score 0.1.
`CCCOC(=O)CSc1ncnc2sc(C)c(C)c12` gave PV pol inh 103.0 and PV pol inh FP z-score 0.2.
CCOC(=O)c1c(NC(=O)c2ccccc2C)sc2c1CCCC2 was read as PV pol inh 84.0* and PV pol inh FP z-score -4.9*.
`c1ccc2[nH]c(C3CCN(CC4OCCO4)CC3)nc2c1` gave PV pol inh 102.0 and PV pol inh FP z-score 0.
`O=C(CSc1ncnc2c1cnn2-c1ccccc1)c1ccccc1` gave PV pol inh 100.0 and PV pol inh FP z-score -0.7.
`COc1ccc(-n2nc(C(=O)N3CCN(c4cccc(C)c4C)CC3)c3c4ccccc4n(C)c3c2=O)cc1Cl` gave PV pol inh 102.0 and PV pol inh FP z-score -0.2.
CN(C)CCCN(C(=O)c1cccs1)c1nc2ccc(F)cc2s1 was read as PV pol inh 102.0 and PV pol inh FP z-score -0.9.
For Cc1ccc(-c2noc(CNC(C)C)n2)cc1 the results were PV pol inh 101.0 and PV pol inh FP z-score 0.1.
Cc1ccc(-n2ncc(C(=O)NCc3ccco3)c2C2CCN(C(=O)OC(C)(C)C)CC2)cc1 was read as PV pol inh 110.0 and PV pol inh FP z-score 0.7.
Screening COCCCN1CCc2nc(SCC(=O)Nc3cccc(C(F)(F)F)c3)[nH]c(=O)c2C1 returned PV pol inh 102.0 and PV pol inh FP z-score 0.4.
Screening O=C(O)CCc1nnc(-c2ccccc2)o1 returned PV pol inh 95.0 and PV pol inh FP z-score -1.1.
`CCN(CC)C(=O)c1ccc(NC(=O)CSC(C)(C)C)cc1` gave PV pol inh 104.0 and PV pol inh FP z-score 0.2.
`CCOC(=O)c1cnn(CC2CCCCC2)c1N` gave PV pol inh 104.0 and PV pol inh FP z-score 0.2.
Cn1c(N)c(C(=O)COc2ccccc2Cl)c(=O)n(C)c1=O was read as PV pol inh 102.0 and PV pol inh FP z-score 0.
`CCC1CC(C(F)(F)F)n2ncc(C(=O)O)c2N1` (centres undefined) gave PV pol inh 100.0 and PV pol inh FP z-score -0.4.
O=C(CN1C(=O)COc2ccc(S(=O)(=O)Nc3ccccc3)cc21)Nc1cccc(Cl)c1 was read as PV pol inh 111.0 and PV pol inh FP z-score 0.7.
Cn1c(SCC(=O)N(c2ccccc2)C2CCCCC2)nc2cc(S(N)(=O)=O)ccc21 was read as PV pol inh 79.0* and PV pol inh FP z-score -3.6*.
Cc1ccc2c(c1)C(N1CCCC1=O)CC(c1ccco1)N2 (centres undefined) was read as PV pol inh 102.0 and PV pol inh FP z-score 0.
`OCCOCCN1CCN(Cc2ccc(Cl)cc2)CC1` gave PV pol inh 98.0 and PV pol inh FP z-score -0.6.
For Cc1cc(CN2CCN(c3ccccc3F)CC2)cs1 the results were PV pol inh 106.0 and PV pol inh FP z-score -0.1.
CCN(Cc1ccccc1)S(=O)(=O)c1cc(C(=O)Nc2cc(Cl)cc(Cl)c2)ccc1F was read as PV pol inh 106.0 and PV pol inh FP z-score -0.4.
`CC1(C)C2CCC3(C)OC(=O)N(N1c1ccccc1)C23C` (centres undefined) gave PV pol inh 106.0 and PV pol inh FP z-score 0.5.
COC(=O)NC(Nc1ccccc1)C(=O)c1ccccc1 (centres undefined) was read as PV pol inh 100.0 and PV pol inh FP z-score -0.3.
`O=C(Cn1cnc2c(oc3ccccc32)c1=O)Nc1cccc(C(F)(F)F)c1` gave PV pol inh 101.0 and PV pol inh FP z-score 0.2.
For CC1(C(=O)O)CCC(c2nc3ccccc3[nH]2)C1(C)C (centres undefined) the results were PV pol inh 106.0 and PV pol inh FP z-score 1.
Screening Cc1cccc(-c2nc(SCC(=O)N3CCc4ccccc43)c3c(=O)n(C)c(=O)n(C)c3n2)c1 returned PV pol inh 109.0 and PV pol inh FP z-score 0.4.
`CCc1ccc(NCc2cc3cc(OC)c(OC)cc3n(CC(=O)Nc3ccc(F)cc3)c2=O)cc1` gave PV pol inh 107.0 and PV pol inh FP z-score 0.3.
`Cc1ccccc1CNC(=O)Cn1nc(C)c2nn(-c3ccc(Cl)cc3)c(C)c2c1=O` gave PV pol inh 105.0 and PV pol inh FP z-score -0.7.
For C=CC#CC(C)(C)c1ccc(O)c(C)c1 the results were PV pol inh 103.0 and PV pol inh FP z-score 0.3.
Screening OC1CCCc2c(OCc3coc(-c4cccs4)n3)cccc21 (centres undefined) returned PV pol inh 103.0 and PV pol inh FP z-score -0.1.
`C#CCSc1nc(C)cc(C(=O)OCC)c1C#N` gave PV pol inh 105.0 and PV pol inh FP z-score 1.1.
CCc1ccc(NC(=O)Cn2c(=O)n(CCc3ccccc3)c(=O)c3sc4ccccc4c32)cc1 was read as PV pol inh 98.0 and PV pol inh FP z-score -1.8.
For COc1cccc(CNC(=O)Cn2c(=O)n3nc(-c4cccc(C)c4)nc3c3ccccc32)c1 the results were PV pol inh 103.0 and PV pol inh FP z-score -0.4.
`Cc1cccc(CNC(=O)CN2CC(C)Sc3ccccc32)c1` (centres undefined) gave PV pol inh 114.0 and PV pol inh FP z-score 1.8.
`O=S(=O)(c1ccccc1)c1ccc(I)cc1` gave PV pol inh 99.0 and PV pol inh FP z-score -0.3.
For O=C(Nc1ccc(N2CCOCC2)cc1)c1ccc2c(=O)n3c(nc2c1)CCC3 the results were PV pol inh 105.0 and PV pol inh FP z-score 0.4.
CNC(=S)C12CC3CC(CC(C3)C1)C2 was read as PV pol inh 105.0 and PV pol inh FP z-score 0.3.
For O=C(NCc1ccccc1)c1cc2c(s1)-c1ccccc1SC2 the results were PV pol inh 101.0 and PV pol inh FP z-score -0.1.
`CCc1ccc(C(=O)N2CCC(c3nc(-c4ccc(S(=O)(=O)N5CCCC5)cc4)no3)CC2)cc1` gave PV pol inh 103.0 and PV pol inh FP z-score -0.8.
Screening CCOCN(C(=O)Cn1cnc2cc(C)c(C)cc21)c1c(C)cccc1CC returned PV pol inh 107.0 and PV pol inh FP z-score 0.
For COC1OC2COC(c3ccccc3)OC2CC1O (centres undefined) the results were PV pol inh 108.0 and PV pol inh FP z-score 0.6.
Screening CCCCOc1cccc(C(=O)N2CCN(CCc3ccncc3)CC2)c1 returned PV pol inh 108.0 and PV pol inh FP z-score 0.1.

4 structures from above, arranged by molar mass, largest number first.
For O=C(Nc1ccc(N2CCOCC2)cc1)c1ccc2c(=O)n3c(nc2c1)CCC3 the results were PV pol inh 105.0 and PV pol inh FP z-score 0.4.
Screening CCOCN(C(=O)Cn1cnc2cc(C)c(C)cc21)c1c(C)cccc1CC returned PV pol inh 107.0 and PV pol inh FP z-score 0.
`Cc1cccc(CNC(=O)CN2CC(C)Sc3ccccc32)c1` (centres undefined) gave PV pol inh 114.0 and PV pol inh FP z-score 1.8.
CNC(=S)C12CC3CC(CC(C3)C1)C2 was read as PV pol inh 105.0 and PV pol inh FP z-score 0.3.

Reprinted at random: three records from the list, in no set order.
For COc1cccc(CNC(=O)Cn2c(=O)n3nc(-c4cccc(C)c4)nc3c3ccccc32)c1 the results were PV pol inh 103.0 and PV pol inh FP z-score -0.4.
Screening CCOCN(C(=O)Cn1cnc2cc(C)c(C)cc21)c1c(C)cccc1CC returned PV pol inh 107.0 and PV pol inh FP z-score 0.
Screening CCCCOc1cccc(C(=O)N2CCN(CCc3ccncc3)CC2)c1 returned PV pol inh 108.0 and PV pol inh FP z-score 0.1.

New compounds follow
CC(=O)NC(=O)/C(C#N)=C/N1CCN(Cc2ccccc2)CC1 was read as PV pol inh 102.0 and PV pol inh FP z-score 0.2.
For CC(C(=O)N1CCCC1)N1c2cccc3cccc(c23)S1(=O)=O (centres undefined) the results were PV pol inh 96.0 and PV pol inh FP z-score -1.
O=C(CSc1nc2c([nH]c3ccccc32)c(=O)n1-c1ccc(Cl)cc1)NCc1ccccc1 was read as PV pol inh 112.0 and PV pol inh FP z-score 1.3.
CC(C)(C)C1(C)OC(=O)C(=Cc2ccc3c(c2)OCO3)C(=O)O1 (centres undefined) was read as PV pol inh 99.0 and PV pol inh FP z-score -0.3.
For COc1ccc(C2C=C(c3ccccc3)Nc3nc(NC(=O)/C=C/c4ccc(F)cc4)nn32)cc1 (centres undefined) the results were PV pol inh 110.0 and PV pol inh FP z-score 0.6.
`O=C(Nc1cccc(F)c1)C1CCN(c2ncnc3c2sc2cccc(F)c23)CC1` gave PV pol inh 101.0 and PV pol inh FP z-score -0.8.
Screening Fc1ccc(Nc2nc3ccc(F)cc3s2)cc1 returned PV pol inh 99.0 and PV pol inh FP z-score -0.8.
COc1ccc(NC(=O)C2CCCO2)c(OC)c1 (centres undefined) was read as PV pol inh 107.0 and PV pol inh FP z-score 0.4.
For CC(C)Oc1ccc(CNC(=O)C2CCCCC2)cc1 the results were PV pol inh 100.0 and PV pol inh FP z-score 0.
Screening CCCCOCC1CN(c2ccccc2)C(=O)CS1 (centres undefined) returned PV pol inh 102.0 and PV pol inh FP z-score 0.7.
